DDE Tn6 FP inh: DD(E)-Tn6 binding inhibition, primary FP screen | P02675 | Fibrin DD(E) TRITC-Tn6 fluorescence polarization displacement | inhibition, % at 8.3 µM | AID 720509 | actives 0.21% (n = 370,000);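 active = inhibition above a per-campaign cutoff: mean of compounds within control limits plus 3 SD, cut at about 15% in these data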;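 also: 0% = median of all compound wells on the plate and 100% = blocking peptide control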
ADAM17 inh: inhibits human ADAM17. P78536. recombinant ADAM17, EDANS/DABCYL FRET peptide cleavage. inhibition, % at 6.95 µM. actives 0.83% (n = 370,000);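 active = inhibition above the mean of compounds lying between control limits plus 3 SD, set per campaign, cut at about 8.5% in these data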;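 also: 0% = DMSO-only wells as the low control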
DDE Tn7 FP inh: disrupts Tn7 cyclic peptide binding to fibrin D-Dimer-E complex. FP displacement of FITC-Tn7 peptide from fibrin DD(E); 0% = median of compound wells per plate. inhibition, % at 8.3 µM. actives 0.13% (n = 370,000);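 active = inhibition above the mean of compounds falling within the control limits plus 3 SD of them, cut at about 14% in these data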;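 also: 0% = plate median of compound wells and 100% = 10 µM Aha-Tn7 peptide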
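Test system: human clot-derived fibrin DD(E) complex / Quantity: 2 µM final DD(E) protein / Incubation: 10 min plus 3 h, room temperature / Measured by: fluorescence polarization / Benchmarks: high control of 10 µM Aha-Tn7 peptide / Replicates: singlicate testing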
TDP2 inh: TDP2 (human) inhibition, absorbance primary screen; inhibition, % at 12.8 µM; actives 0.34% (n = 370,000); O95551; recombinant TDP2, T5PNP hydrolysis, p-nitrophenol absorbance 415 nm;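 active = inhibition above the mean of all tested compounds plus 3 SD, set per campaign, cut at about 25% in these data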;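 also: 0% = DMSO with enzyme and 100% = buffer with substrate but no TDP2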
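Evaluation: % inhibition relative to enzyme-containing and enzyme-free wells. Material: recombinant human TDP2. Benchmarks: enzyme-free and DMSO wells. Timing: enzyme reaction with compound for 2 h at 37 °C. Compound dosing: 12.8 µM only. Measured by: p-Nitrophenol epi absorbance. Reagent: T5PNP substrate at 5 mM, a TopII-DNA adduct mimic. Replication: single well per compound.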
ADAM10 inh: inhibits human ADAM10. inhibition, % at 7 µM. actives 0.62% (n = 370,000). O14672. recombinant ADAM10, EDANS/DABCYL FRET peptide cleavage, 3 h;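 active = inhibition above a per-campaign cutoff equal to the mean of compounds falling between control-based bounds plus 3 SD, cut at about 20% in these data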;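 also: 0% = DMSO wells while the 100% control is not disclosed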
PLC-gamma1 inh: inhibitors of human phospholipase C gamma1; inhibition, % at 12.2 µM; purified PLC-gamma1, fluorogenic substrate, fluorescence; actives 0.84% (n = 370,000); in the data active = inhibition above about 9.5%
Target sequence (P19174 whole entry, looked up): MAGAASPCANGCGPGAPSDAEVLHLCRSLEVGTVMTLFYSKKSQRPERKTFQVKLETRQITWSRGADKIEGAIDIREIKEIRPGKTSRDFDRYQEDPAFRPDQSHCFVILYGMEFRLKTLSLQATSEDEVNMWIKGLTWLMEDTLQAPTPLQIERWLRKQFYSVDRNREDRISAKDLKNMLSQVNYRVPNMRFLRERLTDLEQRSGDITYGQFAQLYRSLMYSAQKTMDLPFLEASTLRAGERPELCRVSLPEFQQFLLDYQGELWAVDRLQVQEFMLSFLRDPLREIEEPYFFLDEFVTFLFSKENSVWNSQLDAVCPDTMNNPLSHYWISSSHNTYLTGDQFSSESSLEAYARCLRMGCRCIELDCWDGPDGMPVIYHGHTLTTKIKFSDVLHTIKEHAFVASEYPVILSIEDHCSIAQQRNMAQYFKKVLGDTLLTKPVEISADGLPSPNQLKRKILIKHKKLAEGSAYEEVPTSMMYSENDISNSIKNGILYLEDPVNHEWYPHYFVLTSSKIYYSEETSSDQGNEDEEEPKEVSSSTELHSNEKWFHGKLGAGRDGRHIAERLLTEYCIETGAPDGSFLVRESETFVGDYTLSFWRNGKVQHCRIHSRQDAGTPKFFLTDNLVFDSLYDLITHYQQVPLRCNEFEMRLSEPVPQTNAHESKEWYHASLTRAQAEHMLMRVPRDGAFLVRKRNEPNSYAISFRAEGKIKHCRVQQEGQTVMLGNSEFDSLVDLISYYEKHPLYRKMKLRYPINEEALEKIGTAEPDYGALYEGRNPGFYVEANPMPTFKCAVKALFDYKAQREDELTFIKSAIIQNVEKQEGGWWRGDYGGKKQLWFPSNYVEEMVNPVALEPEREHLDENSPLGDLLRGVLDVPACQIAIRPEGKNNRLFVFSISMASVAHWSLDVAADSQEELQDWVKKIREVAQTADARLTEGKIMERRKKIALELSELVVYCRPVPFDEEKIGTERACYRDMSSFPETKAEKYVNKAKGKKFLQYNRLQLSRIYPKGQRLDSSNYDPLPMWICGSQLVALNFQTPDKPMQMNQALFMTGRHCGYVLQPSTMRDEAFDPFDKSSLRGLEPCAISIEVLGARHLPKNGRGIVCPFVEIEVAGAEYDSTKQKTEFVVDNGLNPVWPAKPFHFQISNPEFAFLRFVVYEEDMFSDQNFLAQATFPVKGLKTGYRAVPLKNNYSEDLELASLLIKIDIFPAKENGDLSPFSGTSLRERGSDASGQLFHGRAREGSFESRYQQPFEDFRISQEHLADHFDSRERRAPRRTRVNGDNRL
PLCb3 inh: inhibitors of human phospholipase C beta3; Q01970; Purified PLC-beta3, fluorogenic substrate, fluorescence; inhibition, % at 12.2 µM; actives 0.18% (n = 370,000); in the data active = inhibition above about 11%;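 also: 0% = median of compound wells on plate and 100% = full blocker control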
ASAP1 inh: blocks human ASAP1-stimulated Arf1 GTP hydrolysis; inhibition, % at 16.5 µM; GDP FP detection; AID 624377; Q9ULH1; actives 0.19% (n = 360,000); in the data active = inhibition above about 25%;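 also: 0% = vehicle with enzyme and substrate and 100% = no enzyme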
ARFGAP1 inh: rat ARFGAP1 inhibition; Q62848; Arfgap1-stimulated ARF1 GTP hydrolysis, GDP FP detection; inhibition, % at 16.5 µM; actives 0.26% (n = 360,000); AID 651572;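 active = inhibition above a per-plate limit, mean inhibition of low control wells plus 3 SD, cut at about 25% in these data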;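 also: 0% = DMSO wells with enzyme and 100% = wells lacking Arfgap1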
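Material – truncated rat Arfgap1 GAP domain · Buffer or medium – HEPES-based buffer, pH 7.5 · Reagent – human ARF1(Δ1-17)-GTP substrate · Dosing – 16.5 µM single point, 1.26% DMSO · Schedule – GTP hydrolysis reaction 2 h at 25 °C · Technique – GDP detection by fluorescence polarization · Benchmarks – No-Arfgap1 wells (100%) versus DMSO full-reaction wells (0%) · Repeats – single replicate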
SIAE primary: human SIAE inhibition, primary screen. Q9HAT2. SIAE FP-Rh probe binding, fluorescence polarization. inhibition, % at 9.66 µM. actives 0.69% (n = 370,000). AID 1053197;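 active = inhibition above a cutoff: mean of compounds within the control limits plus 3 SD of those, cut at about 17% in these data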;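 also: 0% = plate median of compound wells and 100% = probe without SIAE protein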
The depositor's hits bear a star.

Start of the listing, in advance (2 entries):
What do the screens show for `O=C(C[n+]1cccc(O)c1)Nc1ccc(Br)cc1`?
DDE Tn6 FP inh: -6; ADAM17 inh: 1; DDE Tn7 FP inh: 0; TDP2 inh: -7; ADAM10 inh: -1; PLC-gamma1 inh: -31; PLCb3 inh: -6; ASAP1 inh: 3; ARFGAP1 inh: 9; SIAE primary: 3

What do the screens show for `CCc1cccc(NC(=O)CCSCCC(=O)Nc2cccc(CC)c2)c1`?
DDE Tn6 FP inh: -2; ADAM17 inh: 4; DDE Tn7 FP inh: 7; TDP2 inh: 0; ADAM10 inh: 15; PLC-gamma1 inh: -2; PLCb3 inh: -2; ASAP1 inh: 3; ARFGAP1 inh: -7; SIAE primary: -15

Main list (from the top)
What do the screens show for `O=C(C[n+]1cccc(O)c1)Nc1ccc(Br)cc1`?
DDE Tn6 FP inh: -6; ADAM17 inh: 1; DDE Tn7 FP inh: 0; TDP2 inh: -7; ADAM10 inh: -1; PLC-gamma1 inh: -31; PLCb3 inh: -6; ASAP1 inh: 3; ARFGAP1 inh: 9; SIAE primary: 3

What do the screens show for `CCc1cccc(NC(=O)CCSCCC(=O)Nc2cccc(CC)c2)c1`?
DDE Tn6 FP inh: -2; ADAM17 inh: 4; DDE Tn7 FP inh: 7; TDP2 inh: 0; ADAM10 inh: 15; PLC-gamma1 inh: -2; PLCb3 inh: -2; ASAP1 inh: 3; ARFGAP1 inh: -7; SIAE primary: -15

How did CN(C)/C=N/S(=O)(=O)c1ccc(Cl)c(Cl)c1 do in these assays?
DDE Tn6 FP inh: -2; ADAM17 inh: 2; DDE Tn7 FP inh: 3; TDP2 inh: 15; ADAM10 inh: 0; PLC-gamma1 inh: 4; PLCb3 inh: -3; ASAP1 inh: 6; ARFGAP1 inh: -2; SIAE primary: 0

What do the screens show for `Cc1ccc(F)c(NC(=O)CCOc2ccccc2C)c1`?
DDE Tn6 FP inh: 3; ADAM17 inh: -1; DDE Tn7 FP inh: 2; TDP2 inh: 0; ADAM10 inh: 2; PLC-gamma1 inh: 1; PLCb3 inh: -5; ASAP1 inh: 20; ARFGAP1 inh: 2; SIAE primary: -7

What do the screens show for `COC(=O)CSc1nc2cc(Cl)ccc2c(=O)n1C1CCCC1`?
DDE Tn6 FP inh: 4; ADAM17 inh: -2; DDE Tn7 FP inh: -2; TDP2 inh: -7; ADAM10 inh: 19; PLC-gamma1 inh: 2; PLCb3 inh: 4; ASAP1 inh: 3; ARFGAP1 inh: -5; SIAE primary: 10

How did O=C(Sc1ccccc1)c1cccc(Cn2cc(C(F)(F)F)ccc2=O)c1 do in these assays?
DDE Tn6 FP inh: -6; ADAM17 inh: 4; DDE Tn7 FP inh: -3; TDP2 inh: 4; ADAM10 inh: 4; PLC-gamma1 inh: 0; PLCb3 inh: -3; ASAP1 inh: -6; ARFGAP1 inh: 8; SIAE primary: 3

How did NS(=O)(=O)c1ccc(NC(=O)CCC(=O)N2CCOCC2)cc1 do in these assays?
DDE Tn6 FP inh: -8; ADAM17 inh: -1; DDE Tn7 FP inh: -6; TDP2 inh: 2; ADAM10 inh: -2; PLC-gamma1 inh: 0; PLCb3 inh: -4; ASAP1 inh: -9; ARFGAP1 inh: -3; SIAE primary: 0

How did COC(=O)c1ccc(N)nc1 do in these assays?
DDE Tn6 FP inh: 4; ADAM17 inh: -3; DDE Tn7 FP inh: 4; TDP2 inh: 2; ADAM10 inh: 2; PLC-gamma1 inh: 0; PLCb3 inh: 1; ASAP1 inh: 5; ARFGAP1 inh: 14; SIAE primary: 4

Results for O=C(COC(=O)c1ccccc1NC(=O)c1ccco1)NCc1ccc2c(c1)OCO2 ?
DDE Tn6 FP inh: -3; ADAM17 inh: -5; DDE Tn7 FP inh: 1; TDP2 inh: -2; ADAM10 inh: -5; PLC-gamma1 inh: -3; PLCb3 inh: -3; ASAP1 inh: 0; ARFGAP1 inh: -3; SIAE primary: -10

What do the screens show for `CCOC(=O)NC[C@@]1(C(=O)OC)CC(=O)N(Cc2ccc(Cl)cc2)[C@@H]1c1ccc(OC)cc1`?
DDE Tn6 FP inh: -1; ADAM17 inh: 0; DDE Tn7 FP inh: 0; TDP2 inh: 1; ADAM10 inh: 4; PLC-gamma1 inh: 0; PLCb3 inh: -2; SIAE primary: 5

What do the screens show for `Cc1nc2c(sc3nc4c(cc32)COC(C)(C)C4)c(=O)n1Cc1ccccc1`?
DDE Tn6 FP inh: 2; ADAM17 inh: 1; DDE Tn7 FP inh: -5; TDP2 inh: 3; ADAM10 inh: 3; PLC-gamma1 inh: 1; PLCb3 inh: 3; ASAP1 inh: 7; ARFGAP1 inh: 4; SIAE primary: 2

What do the screens show for `Nc1ccc(Nc2nc3ccccc3[nH]2)cc1`?
DDE Tn6 FP inh: -19; ADAM17 inh: -3; DDE Tn7 FP inh: -7; TDP2 inh: 5; ADAM10 inh: -5; PLC-gamma1 inh: -2; PLCb3 inh: -9; ASAP1 inh: 20; ARFGAP1 inh: 4; SIAE primary: 57*

Results for CCOC(=O)C1(C)CCN1C(=O)c1ccccc1C(F)(F)F (stereo not drawn) ?
DDE Tn6 FP inh: -1; ADAM17 inh: -3; DDE Tn7 FP inh: -1; TDP2 inh: 3; ADAM10 inh: -6; PLC-gamma1 inh: -2; PLCb3 inh: 1; ASAP1 inh: -6; ARFGAP1 inh: 10; SIAE primary: 6

What do the screens show for `Nc1ccc(S(=O)(=O)c2ccc(NC(=O)c3cccnc3)cc2)cc1`?
DDE Tn6 FP inh: -3; ADAM17 inh: -2; DDE Tn7 FP inh: 9; TDP2 inh: -4; ADAM10 inh: -6; PLC-gamma1 inh: 0; PLCb3 inh: -3; ASAP1 inh: 8; ARFGAP1 inh: 2; SIAE primary: -1

What do the screens show for `O=C(Nc1ccc(N2CCCC2)c(Cl)c1)c1ccccc1F`?
DDE Tn6 FP inh: 1; ADAM17 inh: -3; DDE Tn7 FP inh: 0; TDP2 inh: -11; ADAM10 inh: -10; PLC-gamma1 inh: -12; PLCb3 inh: -24; ASAP1 inh: 17; ARFGAP1 inh: 20; SIAE primary: 4

Results for COc1cccc(CCNC(=O)CCCC(=O)c2ccccc2)c1 ?
DDE Tn6 FP inh: -7; ADAM17 inh: -9; DDE Tn7 FP inh: 2; TDP2 inh: -3; ADAM10 inh: -3; PLC-gamma1 inh: -3; PLCb3 inh: -8; ASAP1 inh: 7; ARFGAP1 inh: 17; SIAE primary: -6

How did COc1cc(Cl)ccc1OC1(C)CCN(Cc2ccccc2OC(F)F)C1 (stereo not drawn) do in these assays?
DDE Tn6 FP inh: 0; ADAM17 inh: 5; DDE Tn7 FP inh: -5; TDP2 inh: -23; ADAM10 inh: 3; PLC-gamma1 inh: 9; PLCb3 inh: 9; ASAP1 inh: 7; ARFGAP1 inh: 8; SIAE primary: -3

What do the screens show for `c1ccc(-n2c(-c3ccco3)nnc2-c2ccco2)cc1`?
DDE Tn6 FP inh: 4; ADAM17 inh: -4; DDE Tn7 FP inh: -3; TDP2 inh: 8; ADAM10 inh: -5; PLC-gamma1 inh: 3; PLCb3 inh: -7; ASAP1 inh: -8; ARFGAP1 inh: -4; SIAE primary: -4

What do the screens show for `O=C(/C=C\c1ccc2c(c1)OCO2)NC1(C(=O)Nc2ccc3c(c2)OCO3)CCCCC1`?
DDE Tn6 FP inh: -1; ADAM17 inh: -17; DDE Tn7 FP inh: -2; TDP2 inh: -18; ADAM10 inh: -43; PLC-gamma1 inh: -15; PLCb3 inh: -24; ASAP1 inh: -2; ARFGAP1 inh: -10; SIAE primary: 3

How did CCOC(=O)c1cc2ccccc2n1CC(=O)c1ccccc1 do in these assays?
DDE Tn6 FP inh: -4; ADAM17 inh: -1; DDE Tn7 FP inh: -1; TDP2 inh: -2; ADAM10 inh: -6; PLC-gamma1 inh: 2; PLCb3 inh: -3; ASAP1 inh: -6; ARFGAP1 inh: -2; SIAE primary: 1

What do the screens show for `O=C(NN1C(=O)/C(=C/c2ccc(O)cc2)SC1=S)c1ccccc1O`?
DDE Tn6 FP inh: -17; ADAM17 inh: 4; DDE Tn7 FP inh: -82; TDP2 inh: -14; ADAM10 inh: 6; PLC-gamma1 inh: -20; PLCb3 inh: -35; ASAP1 inh: 3; ARFGAP1 inh: -9; SIAE primary: -24

How did Cc1sc2nc(COC(=O)c3ccc(N4CCCC(C)C4)c([N+](=O)[O-])c3)[nH]c(=O)c2c1C (stereo not drawn) do in these assays?
DDE Tn6 FP inh: 2; ADAM17 inh: -2; DDE Tn7 FP inh: -12; TDP2 inh: 1; ADAM10 inh: 5; PLC-gamma1 inh: 0; PLCb3 inh: -2; ASAP1 inh: 7; ARFGAP1 inh: 10; SIAE primary: 1

How did Cc1cc(NC(=O)C(C)SCC(=O)N(Cc2ccccc2)c2ccccc2)no1 (stereo not drawn) do in these assays?
DDE Tn6 FP inh: 8; ADAM17 inh: -2; DDE Tn7 FP inh: 7; TDP2 inh: 1; ADAM10 inh: -7; PLC-gamma1 inh: 2; PLCb3 inh: -7; ASAP1 inh: 8; ARFGAP1 inh: 2; SIAE primary: 2

How did Cc1cc(/C=N/NC(=O)c2cccc(F)c2)c(C)n1-c1ccccc1 do in these assays?
DDE Tn6 FP inh: 6; ADAM17 inh: 1; DDE Tn7 FP inh: -4; TDP2 inh: 4; ADAM10 inh: -3; PLC-gamma1 inh: -34; PLCb3 inh: -27; ASAP1 inh: 4; ARFGAP1 inh: 2; SIAE primary: 6

How did CC(=O)C1C(c2ccc([N+](=O)[O-])cc2)c2c(noc2C)CC1(C)O (stereo not drawn) do in these assays?
DDE Tn6 FP inh: -4; ADAM17 inh: -1; DDE Tn7 FP inh: 1; TDP2 inh: -7; ADAM10 inh: 4; PLC-gamma1 inh: -2; PLCb3 inh: -3; ASAP1 inh: 1; ARFGAP1 inh: 10; SIAE primary: -12

Results for Cc1cc(S(=O)(=O)N2CCCCC2CCNC(=O)C(=O)NCc2cccnc2)ccc1F (stereo not drawn) ?
DDE Tn6 FP inh: -12; ADAM17 inh: -2; DDE Tn7 FP inh: -3; TDP2 inh: -13; ADAM10 inh: -6; PLC-gamma1 inh: 3; PLCb3 inh: 0; ASAP1 inh: 0; ARFGAP1 inh: 0; SIAE primary: 6

Results for COC(=O)c1ccc(Nc2nc(C)cc(=O)[nH]2)cc1 ?
DDE Tn6 FP inh: -11; ADAM17 inh: -6; DDE Tn7 FP inh: -6; TDP2 inh: 9; ADAM10 inh: -7; PLC-gamma1 inh: -4; PLCb3 inh: -2; ASAP1 inh: 6; ARFGAP1 inh: 0; SIAE primary: -7

Screening data (PubChem BioAssay)
